pPAFAH inh = pPAFAH (human) enzyme inhibition. Q13093. recombinant pPAFAH, FP-rhodamine probe fluorescence polarization. inhibition, % at 3.39 µM. hit rate 1.5% among 330,000. AID 463082;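 active = inhibition above the mean inhibition across the screen plus 3 SD, cut at about 25% in these data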;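 also: inhibitors block binding of the rhodamine activity-based probe so polarization drops; 0% = enzyme with DMSO and 100% = wells lacking pPAFAH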
Target sequence (Q13093 whole entry, looked up): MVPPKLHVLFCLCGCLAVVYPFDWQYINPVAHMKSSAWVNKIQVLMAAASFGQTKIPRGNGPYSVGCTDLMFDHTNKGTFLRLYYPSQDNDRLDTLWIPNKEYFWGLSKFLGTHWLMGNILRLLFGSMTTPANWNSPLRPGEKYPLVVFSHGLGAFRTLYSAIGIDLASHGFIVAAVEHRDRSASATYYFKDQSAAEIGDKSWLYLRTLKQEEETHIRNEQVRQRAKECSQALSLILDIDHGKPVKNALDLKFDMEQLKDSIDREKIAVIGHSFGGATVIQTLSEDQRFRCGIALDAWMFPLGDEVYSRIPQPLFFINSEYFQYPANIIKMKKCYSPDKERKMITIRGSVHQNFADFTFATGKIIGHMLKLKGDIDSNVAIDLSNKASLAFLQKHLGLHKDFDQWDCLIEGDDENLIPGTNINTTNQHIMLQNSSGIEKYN
MCL1 BIM primary = MCL1-BIM-BH3 interaction inhibition (human); AID 2057; hit rate 0.68% among 320,000; GST-MCL1 / FITC-Bim-BH3 fluorescence polarization; Q07820; inhibition, % at 10.9 µM;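 active = inhibition above the mean inhibition of all tested compounds plus 3 SD, set per campaign, cut at about 40% in these data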;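 also: 0% = DMSO wells and 100% = unlabeled Bim-BH3 peptide control; higher means more loss of mP so more displacement of Bim peptide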
Fam108B counter = blocks mouse Fam108B hydrolase in RBBP9 counter-screen; recombinant Fam108B, FP-Rh probe fluorescence polarization; inhibition, % at 9.51 µM; hit rate 0.33% among 300,000;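 active = inhibition above the screen mean inhibition plus 3 SD, computed separately per campaign, cut at about 18% in these data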;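 also: inhibitors lower polarization as less probe binds the enzyme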
GLD-1 TGE inh = GLD-1-TGE RNA interaction inhibition (C. elegans); inhibition, % at 5.96 µM; purified GLD-1 + fluorescein TGE RNA, fluorescence polarization; hit rate 0.44% among 320,000;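 active = percent inhibition above a per-plate cutoff, the plate mean of test compounds plus 3 SD, cut at about 30% in these data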;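 also: 0% = DMSO wells with GLD-1 and probe and 100% = wells lacking GLD-1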
PAFAH1B2 FP inh = inhibitors of human PAFAH1B2; AID 492953; inhibition, % at 3.39 µM; hit rate 1.2% among 340,000; recombinant PAFAH1B2, FP-rhodamine activity probe, fluorescence polarization;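 active = inhibition above the mean of all tested compounds plus 3 SD, cut at about 24% in these data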;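 also: 0% = enzyme with DMSO and 100% = wells lacking PAFAH1B2; many of its hits are not listed in these tables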
Bcl-xL primary = Bcl-xL (human) inhibition; hit rate 0.7% among 320,000; AID 2129; inhibition, % at 10.9 µM; GST-Bcl-xL / FITC-Bim BH3 peptide fluorescence polarization;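 active = inhibition above the mean of all tested compounds plus 3 SD, cutoff set per campaign, cut at about 30% in these data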;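 also: 0% = DMSO wells and 100% = unlabeled Bim-BH3 peptide competitor; inhibitors lower millipolarization by displacing the labeled peptide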
PME-1 primary = PME-1 (human) inhibition. Q9Y570. inhibition, % at 5.9 µM. hit rate 0.53% among 320,000. AID 2130. recombinant PME-1, FP-Rh probe fluorescence polarization;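 active = inhibition above the campaign mean of all compounds plus 3 SD, cut at about 26% in these data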;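 also: competitive labeling of PME-1 active site by serine hydrolase directed probe; 0% = PME-1 with DMSO and 100% = wells lacking PME-1 enzyme; inhibitors block probe labeling so polarization falls and inhibition rises; many of its hits are not listed in these tables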
MEX-5 binding = C. elegans MEX-5 TCR-2 RNA binding activity; MEX-5/FITC-TCR2 RNA binding, fluorescence polarization; hits give low values; hit rate 0.38% among 300,000; Q9XUB2; activity score (negative = inhibition of binding), % at 10 µM;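 active = inhibition past about -25% in most replicates, and total fluorescence under double the plate's negative control median, limit read from the data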;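 also: 0% = DMSO and -100% = 5 µM competing unlabeled TCR2 RNA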
Target sequence (Q9XUB2 whole entry, looked up): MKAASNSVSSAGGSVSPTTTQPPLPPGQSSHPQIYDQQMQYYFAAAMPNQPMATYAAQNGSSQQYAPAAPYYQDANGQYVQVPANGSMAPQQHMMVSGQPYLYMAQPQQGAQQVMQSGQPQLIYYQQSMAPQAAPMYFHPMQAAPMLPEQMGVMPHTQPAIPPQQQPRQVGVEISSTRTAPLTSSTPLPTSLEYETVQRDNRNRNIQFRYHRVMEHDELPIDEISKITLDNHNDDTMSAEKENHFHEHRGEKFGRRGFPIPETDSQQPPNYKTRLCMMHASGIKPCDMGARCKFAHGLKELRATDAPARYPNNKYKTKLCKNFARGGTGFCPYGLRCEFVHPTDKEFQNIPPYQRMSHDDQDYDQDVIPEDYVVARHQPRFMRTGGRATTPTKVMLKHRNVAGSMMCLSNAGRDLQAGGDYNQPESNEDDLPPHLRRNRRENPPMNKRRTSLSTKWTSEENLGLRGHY
AHR activator = activators of human aryl hydrocarbon receptor; hit rate 2.5% among 320,000; activation, % at 5 µM; AHR-responsive luciferase reporter cells, luminescence; AID 2796; P35869; in the data active = activation above about 47%;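 also: 0% = vehicle wells and 100% = reference agonist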
Active calls of the source: *; · = not tested or not shown.

SMILES	pPAFAH inh	MCL1 BIM primary	Fam108B counter	GLD-1 TGE inh	PAFAH1B2 FP inh	Bcl-xL primary	PME-1 primary	MEX-5 binding	AHR activator
CN(C)S(=O)(=O)Nc1ccc(NS(=O)(=O)N(C)C)c(S(=O)(=O)c2ccccc2)c1	-3	-19	-7	-4	11	-13	-3	0.0	0
COc1ccc(-c2cc(C(F)(F)F)n3nc(C(=O)NCc4ccco4)cc3n2)cc1OC	6	3	2	7	-4	12	-1	-8.3	16
COCc1cc(=O)n2[nH]c(C)cc2n1	3	-2	-4	3	2	-2	-4	-4.9	1
Cc1ccc(Cn2cc(C(=O)c3ccc(F)cc3)c(=O)c3cc4c(cc32)OCCO4)cc1	11	0	-1	0	-6	5	-3	1.8	6
CCSc1ccccc1C(=O)Nc1cccc(OC)c1	2	10	1	-3	1	1	8	-4.5	0
O=C(NC1CCCCC1)C(c1ccccc1)N(C(=O)c1csnn1)C1CCCC1 (stereo not given)	4	10	1	-3	3	1	1	3.6	-1
NC(=O)C1CCN(C(=O)c2ccc(Oc3ccccc3)cc2)CC1	-1	5	3	9	3	5	6	-0.4	0
O=C(O)C1=C[C@H](c2ccccc2)C[C@H](OCc2ccc(CO)cc2)O1	3	1	6	5	-5	6	-1	1.3	1
Cc1ccc([N+](=O)[O-])cc1NC(=O)C1CCN(S(C)(=O)=O)CC1	-4	11	4	5	3	3	5	1.6	-2
Cc1ccc(CNC(=O)C2(NC(=O)Nc3ccc(C)cc3)CCCCC2)cc1	-2	4	-2	4	-6	5	-8	0.8	2
Cn1c(=O)oc2cc(S(=O)(=O)N3CCC(C(=O)N4CCN(c5ccccc5)CC4)CC3)ccc21	1	4	0	7	-1	6	-2	·	-3
CC1CN(C(=O)/C(C#N)=C2\N=C(NC(=O)c3ccc(F)cc3)c3ccccc32)CC(C)O1 (stereo not given)	0	1	1	13	·	-1	3	2.5	2
COC(=O)[C@]1(Cc2ccccc2)N[C@H](c2ccc(SC3CCCCC3)c(OC)c2)[C@@H]2C(=O)N(C)C(=O)[C@@H]21	3	·	·	6	2	·	·	·	2
Cc1ccc(C(=O)CSc2nnc(-c3snnc3C)n2C2CC2)cc1	8	-11	2	3	-1	-4	2	1.8	-4
Cc1cc(NS(=O)(=O)c2ccc(NC(=O)COc3ccc(Br)cc3)cc2)nc(C)n1	6	-3	-5	14	8	7	-12	0.0	2

Pulled by structure from the entries so far (four):
SMILES	pPAFAH inh	MCL1 BIM primary	Fam108B counter	GLD-1 TGE inh	PAFAH1B2 FP inh	Bcl-xL primary	PME-1 primary	MEX-5 binding	AHR activator
Cc1ccc([N+](=O)[O-])cc1NC(=O)C1CCN(S(C)(=O)=O)CC1	-4	11	4	5	3	3	5	1.6	-2
Cn1c(=O)oc2cc(S(=O)(=O)N3CCC(C(=O)N4CCN(c5ccccc5)CC4)CC3)ccc21	1	4	0	7	-1	6	-2	·	-3
CN(C)S(=O)(=O)Nc1ccc(NS(=O)(=O)N(C)C)c(S(=O)(=O)c2ccccc2)c1	-3	-19	-7	-4	11	-13	-3	0.0	0
COc1ccc(-c2cc(C(F)(F)F)n3nc(C(=O)NCc4ccco4)cc3n2)cc1OC	6	3	2	7	-4	12	-1	-8.3	16

Next section.
SMILES	pPAFAH inh	MCL1 BIM primary	Fam108B counter	GLD-1 TGE inh	PAFAH1B2 FP inh	Bcl-xL primary	PME-1 primary	MEX-5 binding	AHR activator
COc1cc(S(=O)(=O)N2CCOCC2)ccc1NC(=O)COc1ccc(N(C)S(=O)(=O)c2ccc(C)cc2)cc1	5	10	-8	4	1	3	11	1.6	2
CCC1(CC)C(=O)C2=C3C1[C@H](C(=O)OC)CC(C(=O)OC)C[C@H]3n1c(=O)n(C)c(=O)n1[C@H]2C (stereo not given in full)	-2	6	0	-3	-5	5	-2	1.8	5
CCOC(=O)c1c(C)[nH]c(C)c1S(=O)(=O)NC1CCN(C(=O)OCC)CC1	4	3	2	3	4	3	4	1.6	1
Nc1ncnc(Nc2ccccc2Cl)n1	-5	3	0	-4	7	-2	-1	2.2	0
Cc1[nH]n(-c2ccccc2)c(=O)c1C(c1ccc(C(=O)O)cc1)c1c(C)[nH]n(-c2ccccc2)c1=O	3	-3	4	6	0	4	4	-2.3	16
COc1ccccc1/C=C/CN1CCCCC1	7	6	-1	1	5	3	0	-0.1	2
COc1ccccc1CNC(=O)COc1ccc(S(=O)(=O)N2CCOCC2)cc1	8	11	0	4	-1	1	-5	-0.7	0
CCN(CC(=O)Nc1ccc(NC(C)=O)cc1)CC(=O)Nc1cc(C)on1	3	-8	·	2	-6	-7	1	·	-1
CCOc1ccccc1OCC(=O)NNC(=S)NC1CCCCC1	-2	5	0	3	3	2	5	0.5	2
CCO[C@H]1OC(C(=O)O)=C[C@@H](c2ccc(C(F)(F)F)cc2)[C@@H]1CCCO	2	-1	1	9	6	-1	-1	1.4	-1
Cc1cc(Cl)ccc1Oc1nc(-c2ccccc2)ncc1S(C)(=O)=O	2	-3	6	-4	6	4	-5	-3.6	4
CCc1cccc(C)c1NC(=O)Cn1c(NCCO)nc2ccccc21	-1	-1	-1	4	4	0	-3	0.0	-5
N#Cc1c(N)nc2c3c(sc(=N)c2c1N)NC(=O)CC3c1ccccc1Cl (stereo not given)	-16	1	-53	-12	-22	1	-72	-1.5	18
Cc1ccc(C)c(C(=O)CCC(=O)Nc2ccc(F)cc2)c1	-1	-5	-1	0	3	0	-1	0.6	-4
Cc1ccc(NC(=O)Cn2cc(C=O)c3ccccc32)cc1C	5	13	-2	-21	1	1	-3	-0.4	-3
CCOc1cc(N2CCOCC2)c(OCC)cc1NC(=O)Cc1cn2ccsc2n1	-1	1	-3	-6	4	1	-3	-0.7	6
Cc1cccc(C)c1N1CCN(S(=O)(=O)c2ccc(F)cc2)CC1	4	8	-4	7	2	5	-3	0.0	15
O=C(Nc1cccc2ccccc12)c1cn(-c2ccccc2)nc1-c1cccs1	-6	-6	-28	3	-16	-2	-49	1.5	-5
O=C(CC1SC(N2CCCCC2)=NC1=O)Nc1cccc(C(=O)NCc2ccccc2)c1 (stereo not given)	6	·	·	-1	2	·	·	·	6
C=CCn1c(SCC(=O)NCC(=O)OCC)nnc1-c1cccc(OC)c1	3	-1	1	0	5	-2	-5	0.6	2
COc1ccc(C(C)=O)cc1CSc1ccc(S(=O)(=O)N2CCCCC2)cn1	8	0	·	2	0	3	11	·	-1
CC(=O)c1cc(C)ccc1OC(=O)CCN1C(=O)C2C3c4ccccc4C(c4ccccc43)C2C1=O (stereo not given)	5	2	0	2	2	4	-2	1.8	-2
CC/C(=N\Nc1nncc2ccccc12)c1ccc(F)cc1	4	3	-3	10	2	5	-2	0.5	-12
CCOC(=O)CC(C#N)c1c[nH]c2ccccc12 (stereo not given)	0	3	0	5	4	1	-4	-1.3	16
O=c1cc[nH]c2cc(C(F)(F)F)ccc12	3	-1	-3	0	2	-3	-4	2.9	1
c1ccc2c(c1)ncn2CCCCOc1ccc2c(c1)CCC2	2	4	1	7	6	3	-9	0.2	-1
O=C(COC(=O)Cc1ccc(F)cc1)NC1CCCC1	11	7	2	-2	3	3	4	2.8	-1
O=C1CN(C(=O)c2cnccn2)c2ccccc2N1	6	3	-1	4	2	9	3	-0.8	19
Cc1noc(C(=O)NCc2cccnc2)c1Cl	-8	-7	0	3	-3	-1	3	1.8	5
COC(=O)c1ccc2c(c1)NC(=O)c1ccccc1S2	6	3	3	8	5	1	1	-0.1	0

Whole records as entered above. Order of values: pPAFAH inh, MCL1 BIM primary, Fam108B counter, GLD-1 TGE inh, PAFAH1B2 FP inh, Bcl-xL primary, PME-1 primary, MEX-5 binding, AHR activator
Listed for COC(=O)c1ccc2c(c1)NC(=O)c1ccccc1S2 → 6, 3, 3, 8, 5, 1, 1, -0.1, 0
Listed for CC/C(=N\Nc1nncc2ccccc12)c1ccc(F)cc1 → 4, 3, -3, 10, 2, 5, -2, 0.5, -12
Listed for C=CCn1c(SCC(=O)NCC(=O)OCC)nnc1-c1cccc(OC)c1 → 3, -1, 1, 0, 5, -2, -5, 0.6, 2
Listed for CCOc1cc(N2CCOCC2)c(OCC)cc1NC(=O)Cc1cn2ccsc2n1 → -1, 1, -3, -6, 4, 1, -3, -0.7, 6
Listed for CC(=O)c1cc(C)ccc1OC(=O)CCN1C(=O)C2C3c4ccccc4C(c4ccccc43)C2C1=O (stereo not given) → 5, 2, 0, 2, 2, 4, -2, 1.8, -2

(listing goes on)
SMILES	pPAFAH inh	MCL1 BIM primary	Fam108B counter	GLD-1 TGE inh	PAFAH1B2 FP inh	Bcl-xL primary	PME-1 primary	MEX-5 binding	AHR activator
Cc1cccc(Nc2nnc(C)c(=O)n2N)c1	4	-3	-6	-1	-5	5	-2	1.5	2
COCCNc1cc(C)nc2cc(-c3ccc(C)cc3)nn12	5	5	1	-2	4	8	6	-0.3	32
CN1CCCN(C(=O)c2cccc(Br)c2)CC1	1	2	-3	1	2	4	6	0.7	-2
Cc1cc(/C=C2/C(=O)N(C)C(=S)N2C)c(C)n1C1CC1	5	-60	-6	-13	-4	-19	-22	-5.2	20
NC(=Nc1ccc(N)cc1)C(N)=Nc1ccc(N)cc1	16	11	1	5	1	7	8	-30*	7
O=C(C[n+]1ccc(/C=N/O)cc1)NC(=O)Nc1ccccc1	0	3	·	1	1	2	7	·	12
NS(=O)(=O)c1cccc(NC(=O)CCCC2CCCCC2)c1	5	-1	-3	0	13	-1	-7	-0.3	-1
CCN(CC)C(=O)CSc1nnc(CCNC(=O)OC(C)(C)C)o1	-2	-1	-2	5	4	1	0	0.0	-3
COc1cccc(NC(=O)CS(=O)(=O)Cc2nc(-c3ccc(C)cc3)oc2C)c1	0	0	4	-2	7	1	3	-1.0	3
O=S(=O)(Nc1nccs1)c1ccc(NS(=O)(=O)c2cccs2)cc1	-3	-4	-2	1	9	-4	12	0.0	-3
Cc1nn(CC(=O)NCCN2CCOCC2)c(=O)c2ccccc12	3	5	-4	-2	4	1	-9	·	2
O=C(CN(Cc1ccccc1)C(=O)CCC(=O)Nc1nccs1)NCC1CCCO1 (stereo not given)	3	-3	2	3	-3	1	0	0.9	2
O=C(CSc1nnc(-c2ccccn2)n1Cc1ccccc1)NC1CCCC1	1	4	-1	3	2	4	3	-1.7	3
COCC(C)NS(=O)(=O)c1ccc(NC(=O)c2ccccn2)cc1 (stereo not given)	-1	2	4	-1	9	8	-2	·	1
O=C(CN1C(=O)c2ccccc2S1(=O)=O)NCCc1ccccc1	-2	-22	-2	-1	5	-13	-2	-1.9	2
OCC(O)CSc1nc(-c2ccccc2)nc2c1CCC2 (stereo not given)	1	8	3	3	3	6	-4	-1.9	2
CC/C(=N\NC(=O)Nc1ccccc1)c1ccccc1	4	3	1	0	7	0	-10	3.7	32
COC(=O)c1sc(NC(=O)CCCn2nc([N+](=O)[O-])cc2C)c(C(=O)OC)c1C	0	7	-2	9	-3	4	-2	0.2	-1
Cc1nn(C)cc1C(=O)Nc1ccc2c(c1)OCCO2	-11	1	-1	0	6	2	-2	-1.8	47*
S=C(NCc1ccco1)Nc1ccc(Oc2ccc(Cl)cc2)cc1	13	-3	-4	7	4	1	-6	0.8	-2
C/C(=N\NC(=S)NC(C)C)c1ccc2c(c1)OCCO2	0	7	6	10	-4	1	-11	1.9	11

Bioassay records: PubChem BioAssay, several laboratories

This is a subset. The share of hits here may be higher or lower than overall.
